Assay outcomes from PubChem BioAssay.
TRPC4 act = activators of mouse TRPC4 channel, primary screen, Fluo4 calcium, HEK293 TRPC4beta/mu-opioid cells. B-score at 10 µM. AID 2237, 2010. actives 0.49% (n = 310,000). Fluo4 calcium fluorescence; stronger effect = higher value. Short transient receptor potential channel 4 (Mus musculus), Q9QUQ5;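 active = B-score above 5 SD of library B-scores, and initial fluorescence ratio not above library mean plus 5 SD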;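 also: positive B-score marks a calcium rise read as TRPC4 activation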
Target sequence (Q9QUQ5 whole entry, looked up): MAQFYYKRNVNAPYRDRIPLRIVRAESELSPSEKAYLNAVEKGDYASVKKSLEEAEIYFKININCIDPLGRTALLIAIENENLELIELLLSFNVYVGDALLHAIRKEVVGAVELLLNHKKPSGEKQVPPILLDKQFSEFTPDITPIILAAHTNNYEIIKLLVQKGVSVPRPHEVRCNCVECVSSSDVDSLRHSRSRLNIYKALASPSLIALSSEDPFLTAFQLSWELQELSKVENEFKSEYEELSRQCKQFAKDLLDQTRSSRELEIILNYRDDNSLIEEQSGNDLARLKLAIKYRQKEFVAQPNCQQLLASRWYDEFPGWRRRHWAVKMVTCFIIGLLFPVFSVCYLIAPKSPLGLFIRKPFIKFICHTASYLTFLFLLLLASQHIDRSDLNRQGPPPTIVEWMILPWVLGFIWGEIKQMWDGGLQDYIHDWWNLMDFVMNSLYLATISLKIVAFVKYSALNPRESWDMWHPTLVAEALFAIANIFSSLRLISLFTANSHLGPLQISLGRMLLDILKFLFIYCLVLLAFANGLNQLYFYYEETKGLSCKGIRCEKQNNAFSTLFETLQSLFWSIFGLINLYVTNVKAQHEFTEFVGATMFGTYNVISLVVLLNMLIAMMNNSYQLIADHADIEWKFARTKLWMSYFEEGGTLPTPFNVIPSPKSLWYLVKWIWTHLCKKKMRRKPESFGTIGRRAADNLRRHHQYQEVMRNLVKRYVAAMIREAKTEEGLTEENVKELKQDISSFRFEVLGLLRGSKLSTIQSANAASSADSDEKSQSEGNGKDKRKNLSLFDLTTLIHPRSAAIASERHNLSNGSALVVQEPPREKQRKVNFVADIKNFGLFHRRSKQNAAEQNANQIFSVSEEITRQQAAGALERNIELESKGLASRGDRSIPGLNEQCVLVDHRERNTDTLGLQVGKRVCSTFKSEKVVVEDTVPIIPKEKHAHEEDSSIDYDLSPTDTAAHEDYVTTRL
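System – HEK293 cells stably co-expressing mouse TRPC4beta and mu-opioid receptor · Signal – Fluo4 calcium-sensitive dye fluorescence, kinetic, 1 Hz baseline · Benchmarks – buffer (low) and maximal DAMGO (high) · Read-out – B score of integrated fluorescence ratio per well · Incubation – dye loading 45 min room temperature, 110 s kinetic read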
MrgX1 antag = antagonists of human MrgX1 receptor, primary screen, HEK293 cells, Fluo-4 calcium flux. Mas-related G-protein coupled receptor member X1 (Homo sapiens), Q96LB2. BAM8-22 antagonism; stronger effect = lower value. B-score at 10 µM. actives 1.3% (n = 310,000);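 active = calcium-response B-score plate-corrected more than 3 library SD below zero, starting fluorescence within 5 deviations, no agonist response on first addition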;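 also: peak minus trough fluorescence over baseline after final BAM8-22 challenge near maximal dose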
TRPC6 act = mouse TRPC6 channel activators, primary screen, cell-based, HEK293, membrane potential dye | B-score at 10 µM | HEK293-TRPC6 membrane potential dye fluorescence; stronger effect = higher value | Short transient receptor potential channel 6 (Mus musculus), Q61143 | actives 0.13% (n = 310,000);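 active = B-score of the integrated fluorescence ratio above library mean plus 3 SD, and starting fluorescence ratio within library mean plus 5 SD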;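 also: higher score means more depolarization so channel activation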
HIF act = HIF pathway transcriptional activators, primary screen, cell-based, U2OS HRE-luciferase, luminescence. actives 0.32% (n = 300,000). activation, % at 7.5 µM (by protocol). U2OS HRE-luciferase reporter; normalized: DMSO 0%, desferrioxamine 100%;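 active = mean activation of at least 10% of the iron chelator positive control signal, with at least half of replicates also reaching 10%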
TRPC4 PAM = positive allosteric modulators of TRPC4, primary screen, cell-based, mouse TRPC4beta, HEK293 mu-opioid, Fluo-4 calcium; Short transient receptor potential channel 4 (Mus musculus), Q9QUQ5; DAMGO EC20, Fluo-4 Ca2+ flux; stronger effect = higher value; B-score at 10 µM; actives 0.42% (n = 310,000); AID 2227, 2009;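 active = B-score of calcium response area above 5 SD of library B-scores, with initial fluorescence ratio within 5 SD of library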;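 also: B-score of integrated fluorescence ratio over time as area under calcium response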
TRPC6 inh = mouse TRPC6 channel inhibitors, primary screen, cell-based, HEK293, membrane potential dye | ACh-evoked depolarization; stronger effect = lower value | Short transient receptor potential channel 6 (Mus musculus), Q61143 | actives 1.1% (n = 310,000) | B-score at 10 µM | AID 2553, 2010;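 active = B-score under library mean minus 3 SD, initial fluorescence not abnormally high, positive integrated signal ratio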;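 also: B-score derived from integrated fluorescence ratio over the kinetic read; more negative B-score means stronger inhibition of depolarization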
AI-2 QS modul = Vibrio harveyi AI-2 quorum sensing modulators, primary screen, JMH597 strain, luminescence/OD600 ratio; actives 0.4% (n = 300,000); activity change, % at 7.5 µM; AID 2094, 2009; Vibrio harveyi JMH597 AI-2 luminescence/OD600 ratio, 9 h; stronger effect = lower value; strain lacks LuxN and CqsS sensors; 0 = neutral-control median; in the data active = activity change below about -75%, passing the limit was not always enough;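 also: luminescence divided by OD600 gain over 9 h not by final OD600 alone; inactives centre near 13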
PolyA inhibitor = polyadenylation inhibitors in yeast reporter cells, primary screen, luminescence, S. cerevisiae; S. cerevisiae SKY197-pL101 polyadenylation reporter, beta-gal luminescence; efflux-impaired pdr1/pdr3 knockout yeast; score 100 = 6 SD above DMSO; calls only at 12 µM; actives 0.02% (n = 300,000);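 active = lowest replicate activity score at least 50, where 100 means six control SD above control mean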;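 also: yeast exposed to compound for 9 h at 30 °C; higher score means more reporter readthrough which indicates perturbed polyadenylation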
MrgX1 ag = agonists of human MrgX1 receptor, primary screen, HEK293 cells, Fluo-4 calcium flux; Mas-related G-protein coupled receptor member X1 (Homo sapiens), Q96LB2; Fluo-4 calcium fluorescence, agonist mode; stronger effect = higher value; B-score at 10 µM; actives 0.44% (n = 310,000);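 active = calcium response B-score plate-corrected fluorescence ratio at least 3 library SD, with starting fluorescence B-score inside 5 SD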
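System: HEK293 cells stably expressing human MrgX1 receptor; Dosing: test compound in the initial addition of three; Schedule: overnight plating, then 30 min 37 °C plus 30 min room-temperature dye loading; Detection: kinetic calcium dye fluorescence, Fluo-4 NW; Controls: per-plate positive and negative controls for Z′ factor.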
TRPC4 inh = inhibitors of mouse TRPC4 channel, primary screen, Fluo4 calcium, HEK293 TRPC4beta/mu-opioid cells; Short transient receptor potential channel 4 (Mus musculus), Q9QUQ5; actives 0.39% (n = 300,000); B-score at 10 µM; DAMGO-evoked Fluo4 calcium flux; stronger effect = lower value;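 active = B-score over 3 SD under the library average, no early fluorescence shift, positive overall ratio signal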
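Assay system: HEK293 cells with stable TRPC4beta plus mu-opioid receptor expression; Probe or stimulus: DAMGO in two steps, submaximal then maximal; Dosing: single-point compound dosing; Measured by: Fluo4 calcium-dye fluorescence, kinetic read; Read-out basis: B score from integrated Fluo4 fluorescence ratio.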
MrgX1 allo act = positive allosteric modulators of MrgX1, primary screen, HEK293 cells, Fluo-4 calcium flux; Mas-related G-protein coupled receptor member X1 (Homo sapiens), Q96LB2; FDSS; stronger effect = higher value; B-score at 10 µM; actives 0.63% (n = 310,000); AID 588675, 2011;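 active = plate-corrected calcium response at least 3 library SD above typical, normal starting fluorescence, not activating the receptor alone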;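 also: compound read alongside a low EC10 to EC30 dose of BAM8-22 agonist; peak minus trough fluorescence over baseline measured at the second addition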
Numbers without * were called inactive; i = inactive; x = no result given.

Below each compound: TRPC4 act, MrgX1 antag, TRPC6 act, HIF act, TRPC4 PAM, TRPC6 inh, AI-2 QS modul, PolyA inhibitor, MrgX1 ag, TRPC4 inh, MrgX1 allo act
- CCC(C)C(NS(=O)(=O)c1ccc(C)cc1)C(=O)O (configuration not stated)
 : i, i, i, 0.0, i, i, 26.9, i, i, i, i
- COc1ccc(NC(=O)CSc2nc3c([nH]c4ccccc43)c(=O)n2C)cc1
 : i, i, i, 0.0, i, i, 28.4, i, i, i, i
- COc1cc(C(=O)OC(C)C(=O)N2CCc3ccccc3C2)ccc1OCC(=O)N1CCOCC1 (configuration not stated)
 : i, i, i, -0.2, i, i, 6.3, i, i, i, i
- O=C(CSc1cn[nH]n1)Nc1cccc(C(F)(F)F)c1
 : i, i, i, 0.9, i, i, 27.2, i, i, i, i
- CC(C)OCCCNC(=O)c1ccc(CS(=O)(=O)Cc2ccccc2F)o1
 : i, i, i, 0.2, i, i, 23.8, i, i, i, i
- CCN(CC)S(=O)(=O)c1ccc(Cl)c(NC(=O)c2ccncc2)c1
 : i, i, i, 0.0, i, i, 10.4, i, i, i, i
- O=S(=O)(c1ccc2nc(Cc3ccccc3)[nH]c2c1)N1CCOCC1
 : i, i, i, 0.1, i, i, -13.2, i, i, i, i
- O=C(NCc1ccccc1)c1ccc(COCC(F)(F)F)o1
 : i, i, i, -0.1, i, i, 15.8, i, i, i, i
- CCOc1ccccc1CN(CCc1ccc2c(c1)OCO2)Cc1ccccn1
 : i, i, i, -0.1, i, i, 32.9, i, i, i, i
- Cc1cccc(Oc2ncnc(N)c2[N+](=O)[O-])c1
 : i, i, i, 0.4, i, i, -6.5, i, i, i, i
- Cc1cc(Cl)cc(Cl)c1OCCCCN(C)C
 : i, i, i, -0.3, 36*, i, -1.2, i, i, i, i
- CC(=O)Nc1ccc(-c2csc(NCc3ccco3)n2)cc1
 : i, i, i, 2.1, i, i, 17.0, i, i, i, i
- COc1cc(F)ccc1S(=O)(=O)NCc1cccnc1
 : i, i, i, -1.0, i, i, 10.4, i, i, i, i
- O=Cc1cc(-c2ccccc2)[nH]c1-c1ccccc1
 : i, i, i, -18.3, i, i, x, i, i, i, i
- O=C(/C=C/c1ccccc1)Nc1scc(-c2ccccc2)c1C(=O)O
 : i, x, i, 1.5, i, i, 30.8, i, x, i, x
- COC(=O)c1ccccc1NC(=O)Nc1cccs1
 : i, i, i, -4.1, i, i, 18.2, i, i, i, i
- Cc1ccc(CNC(=O)CCc2nnc(Cc3ccc(-c4ccccc4)cc3)o2)o1
 : i, i, i, 0.1, i, i, 31.9, i, i, i, i
- CC(=O)c1cccc(NC(=O)C2C3C=CC(C3)C2C(=O)O)c1 (configuration not stated)
 : i, i, i, 2.8, i, i, 1.5, i, i, i, i
- C/C(N)=C(/C#N)C(=O)COC(=O)c1cccc(C)c1O
 : i, i, i, 0.1, i, i, 34.5, i, i, i, i
- O=C(COC(=O)c1cc(=O)c2ccccc2o1)Nc1ccc2ccccc2c1
 : i, i, i, 2.4, i, i, 22.4, i, i, i, i

Below each compound: TRPC4 act, MrgX1 antag, TRPC6 act, HIF act, TRPC4 PAM, TRPC6 inh, AI-2 QS modul, PolyA inhibitor, MrgX1 ag, TRPC4 inh, MrgX1 allo act
- O=[N+]([O-])c1cccc(NC(=S)N2CCc3ccccc32)c1
 : i, i, i, x, i, i, 17.6, x, i, i, i
- COc1cc(N)ccc1Cc1ccc(N)cc1OC
 : i, i, i, -1.1, i, i, 3.9, i, i, i, i
- O=C1CCCC2=C1C1(O)C(=O)c3ccccc3C1(O)O2 (configuration not stated)
 : i, i, i, -0.8, i, i, 39.1, i, i, i, i
- COc1ccc(C(=O)COC(=O)c2cccnc2SC)cc1
 : i, i, i, 0.9, i, i, 11.0, i, i, i, i
- COc1ccc(Cl)cc1NC(=O)C(C)Sc1nncn1C (configuration not stated)
 : i, i, i, -0.6, i, i, -6.4, i, i, i, i
- Oc1ccccc1Cc1c(O)ccc2ccccc12
 : i, i, i, -0.3, i, i, -24.5, i, i, i, i
- COc1ccc(-c2csc(NC(=O)c3ccccc3F)c2C(=O)O)cc1
 : i, i, i, 1.6, i, i, 93.4, x, i, i, i
- Cc1nn(C)c(C)c1/C=N/O
 : i, i, i, 0.0, i, i, 24.9, i, i, i, i
- COC(=O)c1sc(OC)cc1OCc1ccc(C)cc1
 : i, i, i, -0.1, i, i, 28.9, i, i, i, i
- CN(C)C(=O)CCc1nc(-c2ccc(C(C)(C)C)cc2)no1
 : i, i, i, 1.0, i, i, -0.6, i, i, i, i
- C/C(CC(=O)Nc1ccc(N(C)C)cc1)=N\NC(=O)c1ccccn1
 : i, i, i, x, i, i, 8.7, i, i, i, i
- COc1cc([N+](=O)[O-])ccc1NC(=O)NCCCN1CCCC1=O
 : i, i, i, -0.3, i, i, 24.8, x, i, i, i
- Cc1cc(/C=C2/C(=O)NN(c3ccccc3)C2=O)c(C)n1-c1cccc(O)c1
 : i, i, i, 0.3, i, i, -3.0, i, i, i, i
- O=C(NCC(=O)N1CCN(S(=O)(=O)c2cccs2)CC1)c1ccc(Cl)cc1
 : i, i, i, 0.2, i, i, 13.7, i, i, i, i
- CC1Nc2nc(NC(=O)C(C)(C)C)[nH]c(=O)c2N(C)C1C (configuration not stated)
 : i, i, i, -0.3, i, i, 26.8, i, i, i, i
- Cc1cccc(C(=O)N/C(=C\c2ccco2)C(=O)N2CCCCCC2)c1
 : i, i, i, -0.1, i, i, 10.1, i, i, i, i
- N#Cc1cc2c(=O)n3ccccc3nc2n(CCCN2CCOCC2)c1=O
 : i, i, i, 0.6, i, -12.2*, 8.7, i, i, i, i
- C(=N\Nc1nc2ccccc2s1)/c1ccc2c(c1)OCO2
 : i, i, i, 2.3, i, i, -2.4, i, i, i, i
- Cc1ccc(N2C(=O)CC(Nc3cccc4ccccc34)C2=O)cc1 (configuration not stated)
 : i, i, i, 0.4, i, i, 13.9, i, i, i, i
- CC(C(=O)N1CCN(c2ccc(Cl)cc2)CC1)c1ncc(C(F)(F)F)cc1Cl (configuration not stated)
 : i, i, i, -0.2, i, i, 17.3, i, i, i, i

Below each compound: TRPC4 act, MrgX1 antag, TRPC6 act, HIF act, TRPC4 PAM, TRPC6 inh, AI-2 QS modul, PolyA inhibitor, MrgX1 ag, TRPC4 inh, MrgX1 allo act
- CCOC(=O)c1ccc(NC(=O)C2CC(=O)N=C(N)S2)cc1 (configuration not stated)
 : i, i, i, 0.0, i, i, 11.6, i, i, i, i
- Cc1ccc(C)c(N2CCN(C(=O)CCS(=O)(=O)c3ccc4c(c3)oc(=O)n4C)CC2)c1
 : i, i, i, -0.5, i, i, 38.8, i, i, i, i
- CC(=O)Nc1ccc(-c2nnc(SCC(=O)c3ccc4c(c3)Cc3ccccc3-4)n2C)cc1
 : i, i, i, 0.7, i, i, 16.8, i, i, i, i
- COc1cc(C(=O)NC(C)c2ccc3ccccc3c2)cc(Cl)c1O (configuration not stated)
 : i, i, i, -0.2, i, i, 33.9, i, i, i, i
- CN(CCCNC(=O)CCC(=O)N1CCOc2ccccc21)Cc1ccccc1
 : i, i, i, 0.1, i, i, 32.6, i, i, i, i
- COc1ccc(NC(=O)NCc2ccco2)c(OC)c1
 : i, i, i, 0.1, i, i, 1.4, i, i, i, i
- Cc1oc(-c2ccc(Cl)cc2)nc1CS(=O)CC(=O)NCCCN(C)C1CCCCC1 (configuration not stated)
 : i, i, i, -0.2, 16*, i, 8.9, i, i, i, i
- CC1CCCCN1CCNC(=O)C1CCCN(c2ncnc3c2nc2n3CCCCC2)C1 (configuration not stated)
 : i, i, i, 3.2, i, i, 11.9, i, i, i, i
- Fc1ccc(C2=CC(c3cccs3)n3nnnc3N2)cc1 (configuration not stated)
 : i, i, i, 1.8, i, i, 6.1, i, i, i, i
- O=C(c1ccc(S(=O)(=O)Nc2ccc(F)cc2)cc1)N1CCN(c2ccccn2)CC1
 : i, i, i, -1.0, i, i, -0.5, i, i, i, i
- COc1ccc(C(=O)C[n+]2cccc(Br)c2)cc1
 : i, i, i, -0.2, i, i, 28.3, i, i, i, i
- CCCSc1nnc(NC(=O)Nc2ccc(C)cc2)s1
 : i, i, i, 1.2, i, i, 11.4, i, i, i, i
- O=C(CCN1C(=O)/C(=C/c2ccccc2F)SC1=S)NCCc1ccc(O)cc1
 : i, i, i, -1.5, i, i, 19.7, i, i, i, i
- Cc1cc(C)c(C#N)c(SCc2ccccc2C)n1
 : i, i, i, -1.3, i, i, 12.5, i, i, i, i
- CC(=O)NCc1cccc(CNC(C)=O)n1
 : i, i, i, -0.1, i, i, 25.5, i, i, i, i
- O=C1CC2(CCN(C(=O)c3c(F)cccc3F)CC2)Oc2ccccc21
 : i, i, i, -47.1, i, i, 35.9, i, i, i, i
- CCC1(c2ccccc2)NC(=O)N(CC(=O)Nc2ccccc2C(=O)NC2CCCC2)C1=O (configuration not stated)
 : i, i, i, -14.3, i, i, 26.6, i, i, i, i
- Cc1cccc2cc(CN(CCc3ccccc3)C(=O)N3CCOCC3)c3nnnn3c12
 : i, i, i, -0.5, i, i, 7.1, i, i, i, i
- O=C(Nc1ccsc1C(=O)NC1CCCCC1)c1ccc(F)cc1
 : i, i, i, -0.8, i, i, 7.9, i, i, i, i
- CCOc1ccc(NC(=S)NN2CCN(C)CC2)cc1
 : i, i, i, -0.2, i, i, 48.9, i, i, i, i

Not all compounds are listed (hit frequency here may not be typical).
